Assay outcomes deposited in PubChem BioAssay by several laboratories.
NPY-Y1 antag = NPY-Y1 receptor antagonists, primary screen, cell-based; HEK293-CNG Y1 cells, membrane potential fluorescence; NPY at EC95, then isoproterenol; inhibition, % at 3.6 µM; hit rate 1% among 200,000;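 active means inhibition above the campaign mean inhibition of all tested compounds plus 3 SD, cut at about 20% in these data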;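 further: 0% = DMSO wells given NPY plus isoproterenol and 100% = isoproterenol alone without NPY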
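Material: HEK293 Y1/CNG channel cell line; also added: NPY (25 nM), isoproterenol (1 µM), Ro 20-1724 (25 µM); doses: one concentration, 3.6 µM, in 0.4% DMSO; schedule: compound incubation 1 h at room temperature, readout 45 min post-stimulation; technique: membrane potential fluorescence; measure: fluorescence ratio normalized to % inhibition between controls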
NPY2 pot ag = NPY-Y2 potentiators or agonists, primary screen, cell-based; Neuropeptide Y receptor type 2 (Homo sapiens), P49146; cells expressing NPY-Y2, potentiator/agonist read-out; activation, % at 3.6 µM; hit rate 0.45% among 220,000; in the data active means activation above about 27%;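 further: cells stimulated with NPY near EC25 plus isoproterenol at EC100; 0% = vehicle plus submaximal agonist and 100% = vehicle plus saturating agonist; some results beyond the cut were filed as inactive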
NPY-Y1 PAM-ag = NPY-Y1 receptor potentiators or agonists, primary screen, cell-based; Neuropeptide Y receptor type 1 (Homo sapiens), P25929; NPY-Y1 expressing cells, potentiator/agonist activation; activation, % at 3.6 µM; hit rate 0.37% among 220,000; AID 1304, 2008; in the data active means activation above about 33%, passing the limit was not always enough;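 further: cells stimulated with NPY at EC10 then isoproterenol at EC100; 0% = low agonist plus stimulus and 100% = saturating agonist plus stimulus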
Ba/F3 V617F tox = reduced viability of JAK2V617F-dependent Ba/F3 cells, primary screen, JAK2V617F inhibitor project, cell-based, Ba/F3 EpoR-JAK2V617F, luminescence. AID 1446, 2008. hit rate 1.1% among 220,000. ATP luminescence. inhibition, % at 5.6 µM;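 active means inhibition above the campaign mean plus 3 SD over all tested compounds, cut at about 24% in these data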;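 further: cytokine-independent growth of Ba/F3 cells driven by EpoR plus mutant JAK2; 0% = DMSO-treated cells and 100% = JAK inhibitor I control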
Runt-CBFb FRET = inhibitors of RUNX1 Runt–CBFb binding, primary screen, biochemical, FRET, Cerulean-Runt, Venus-CBFb, uHTS | Runt-related transcription factor 1 (Homo sapiens) + Core-binding factor subunit beta … | Cerulean-Runt/Venus-CBFb FRET ratio 530/480, 1 h | inhibition, % at 20 µM | hit rate 0.46% among 220,000;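 active means inhibition over about 50% at 20 µM in the single-dose screen, limit read from the data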;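 further: 0% = DMSO wells and 100% = excess unlabeled CBFb competitor control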
Target sequence (Q01196 whole entry, looked up): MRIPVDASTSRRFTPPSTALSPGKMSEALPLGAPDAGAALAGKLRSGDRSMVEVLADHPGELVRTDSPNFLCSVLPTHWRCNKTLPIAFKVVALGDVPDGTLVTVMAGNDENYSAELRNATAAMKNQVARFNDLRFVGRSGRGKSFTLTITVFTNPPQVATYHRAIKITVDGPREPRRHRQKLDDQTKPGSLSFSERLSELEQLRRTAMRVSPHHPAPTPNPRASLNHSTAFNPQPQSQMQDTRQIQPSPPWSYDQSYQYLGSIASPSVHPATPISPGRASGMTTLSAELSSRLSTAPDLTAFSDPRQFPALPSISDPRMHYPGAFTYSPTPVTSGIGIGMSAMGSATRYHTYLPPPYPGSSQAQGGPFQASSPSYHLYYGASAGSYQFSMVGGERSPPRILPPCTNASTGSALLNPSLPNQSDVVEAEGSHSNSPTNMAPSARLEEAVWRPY
Target sequence (Q13951 whole entry, looked up): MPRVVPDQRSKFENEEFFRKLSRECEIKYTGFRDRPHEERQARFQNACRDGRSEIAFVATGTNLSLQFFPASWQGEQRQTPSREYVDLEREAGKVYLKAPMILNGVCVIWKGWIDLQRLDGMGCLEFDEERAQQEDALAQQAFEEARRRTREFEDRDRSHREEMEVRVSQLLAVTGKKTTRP
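Measured by: fluorescence energy transfer, 422 nm excitation, 530/480 nm emission; test system: Cerulean-tagged RUNX1 Runt domain (FRET donor) fusion protein; buffer or medium: Tris pH 7.5 buffer with BSA; compound: one dose, 20 µM compound, 1% DMSO; times: two 1 h room-temperature incubations shielded from light; benchmarks: unlabeled CBFb 5 µM, positive control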
BaF3 tox = parental Ba/F3 cell viability inhibition, counter-screen for JAK2V617F inhibitor project, murine pro-B, CellTiter-Glo luminescence; CellTiter-Glo ATP luminescence; inhibition, % at 5.6 µM; hit rate 1.1% among 220,000;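 active means inhibition above a per-campaign cutoff, the mean inhibition of all tested compounds plus 3 SD, cut at about 27% in these data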;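 further: 0% = DMSO wells and 100% = JAK Inhibitor I control wells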
S1P4 agonist = S1P4 receptor agonists, primary screen, cell-based; Sphingosine 1-phosphate receptor 4 (Homo sapiens), O95977; S1P4-expressing cell line, agonist reporter assay; activation, % at 4.98 µM; hit rate 0.35% among 220,000; in the data active means activation above about 11%;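 further: 0% = DMSO vehicle and 100% = reference agonist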
S1P4 antagonist = S1P4 receptor antagonists, primary screen, cell-based | Sphingosine 1-phosphate receptor 4 (Homo sapiens), O95977 | S1P4-expressing cells, antagonist mode, reporter read-out | inhibition, % at 4.98 µM | hit rate 0.26% among 220,000; in the data active means inhibition above about 29%;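 further: 0% = wells stimulated with agonist and 100% = vehicle wells without agonist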
RBBP9 inh = human RBBP9 inhibitors, primary screen, biochemical, fluorescence polarization, FP-Rh probe, HTS. recombinant RBBP9. inhibition, % at 7.94 µM. hit rate 0.2% among 220,000. AID 1515, 2009;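 active means inhibition above the campaign mean of all tested compounds plus 3 SD, cut at about 14% in these data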;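 further: plate controls were DMSO wells with RBBP9 for no effect and wells lacking RBBP9 protein for full effect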
Target sequence (O75884 whole entry, looked up): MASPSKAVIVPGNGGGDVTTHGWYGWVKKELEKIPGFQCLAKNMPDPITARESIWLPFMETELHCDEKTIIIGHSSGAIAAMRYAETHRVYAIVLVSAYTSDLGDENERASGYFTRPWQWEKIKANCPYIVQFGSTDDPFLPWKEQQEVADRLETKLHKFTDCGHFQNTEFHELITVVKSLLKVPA
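Test system: recombinant human RBBP9; Timing: 30 min then 45 min, 25 °C; Detection: fluorescence polarization; Control set: RBBP9 with DMSO as uninhibited control, no-protein wells as full inhibition; Compound dosing: one concentration, 7.94 µM nominal, 0.794% DMSO; Probe or stimulus: FP-Rh activity-based probe, 375 nM before mixing.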
* hit, by the source's call; . = no result given; & = joins results of further samples; ! = a repeat was not active.

SMILES | NPY-Y1 antag | NPY2 pot ag | NPY-Y1 PAM-ag | Ba/F3 V617F tox | Runt-CBFb FRET | BaF3 tox | S1P4 agonist | S1P4 antagonist | RBBP9 inh
CCOc1ccc(OCCCCOc2ccccc2C(C)=O)cc1 | 8 | -10 | -38 | 4 | -2 | 6 | 0.1 | -6 | -8
CC(C)CC(=O)NC(=S)Nc1sc2c(c1C(N)=O)CCC2 | -2 | 5 | -1 | -1 | 20 | 0 | 2.5 | -15 | -7
Cc1ccc(N2C(=O)c3ccc(C(=O)N4CCOCC4)cc3C2=O)cc1C | 2 | 5 | -7 | 0 | 0 | 4 | 2.5 | -18 | 12
COc1ccc(CCNC(=O)CSc2nnc3ccc(-c4cccnc4)nn23)cc1OC | 0 | 10 | 2 | 4 | 0 | 2 | -0.1 | -16 | -6
Cc1c(N2C(=O)CS/C2=N\N=C\c2ccc(Br)cc2)c(=O)n(-c2ccccc2)n1C | 4 | -5 | -15 | -2 | -1 | 1 | -1.8 | -16 | 9
CC(=O)c1cnc2cc(-c3cccc(Br)c3)nn2c1C | 5 | 7 | 10 | -1 | -2 | 4 | 2.7 | -21 | 0
Cc1cc(OCC(=O)NC2CCCCC2)ccc1Cl | 4 | 4 | -21 | 2 | -1 | 6 | 2.2 | -11 | -7
O=C(Nc1ccc(F)c([N+](=O)[O-])c1)c1ccc2c(c1)OCCO2 | 3 | 1 | 17 | -3 | -2 | 7 | 0.2 | -17 | -6
COc1ccc(OC)c(CCNC(=O)CC2Oc3ccc(C)cc3NC2=O)c1 (configuration not stated) | 1 | 6 | -5 | -2 | 3 | 0 | -1.8 | -9 | -5
CC(C(=O)Nc1ccccc1)N1C(=O)c2ccccc2C1=O (configuration not stated) | -3 | 3 | -3 | 1 | . | 8 | -0.4 | -9 | -5
CCOC(=O)N1CCN(C(=S)NC2CCCC2)CC1 | 5 | 3 | -1 | 2 | -1 | 4 | 0.9 | -15 | 3
NC1=NC(=O)/C(=C/c2cccs2)S1 | -2 | -6 | 6 | -4 | 0 | 2 | -2.0 | 3 | -4
CCOc1ccc(-c2nnc(-c3ccccc3)n2-c2ccccc2)cc1 | -1 | 17 | 3 | 0 | -1 | 1 | -0.7 | 2 | -6
COc1cccc(C(=O)n2c(SC)nc3cc4c(cc32)OCCO4)c1 | -4 | -17 | -14 | -1 | -2 | -2 | 0.6 | -17 | -8
COc1ccc(NC(=O)Nc2c(C)n(C)n(-c3ccccc3)c2=O)cc1 | -3 | -17 | 0 | 1 | 0 | 8 | -0.5 | -1 | -1
COc1ccc(OC)c(CC(NC(C)=O)C(=O)NC2CCN(c3cc(C)nc4ncnn34)CC2)c1 (configuration not stated) | -1 | 7 | 4 | -3 | -2 | 2 | 1.8 | -1 | -10
N#CCSc1nc2ccccc2c(=O)n1CCC(=O)NCCc1ccccc1 | -2 | -10 | -8 | 0 | 0 | 5 | 1.1 | 15 | 3
O=C(Nc1ccccc1)N1CCN2C(=O)c3ccccc3C12c1ccccc1 (configuration not stated) | -1 | 25 | 5 | 0 | -1 | 0 | 1.0 | 11 | -13
Cc1[nH]nc2c1/C(=N\O)CC(C)(C)C2 | 1 | -2 | -13 | -3 | 0 | -2 | 0.9 | -5 | -2
O=C(Nc1ccccc1Cl)c1ccccc1Cc1ccccc1 | -1 | -1 | -1 | 1 | -2 | 3 | -1.9 | -13 | 1
O=C(Nn1c(O)c(C=C2N=c3ccccc3=N2)sc1=S)c1ccccc1Cl | -6 | 14 | 9 | -1 | 6 | 5 | -0.5 | -14 | -1
CCc1ccc(N=c2c([N+](=O)[O-])nn(-c3ccc4c(c3)OCCO4)n2O)cc1 | -1 | -1 | 4 | -3 | -5 | 3 | 0.5 | -6 | 2
COc1ccc(C(=O)NCCNC(C)=O)cc1S(=O)(=O)NCc1ccc(Cl)cc1 | -7 | 0 | -4 | -2 | 0 | -2 | -0.1 | 6 | -2
O=C1N2c3ccccc3CCc3cccc(c32)C1(O)C(F)(F)F (configuration not stated) | 2 | 15 | -12 | -2 | -1 | 1 | 1.8 | -15 | -4
CCOP(=O)(OCC)/C(C#N)=C/c1ccc([N+](=O)[O-])cc1 | . | -31 | 14 | 0 | 1 | 4 | 1.1 | 0 | -5
COCCN(C(=S)Nc1c(C)cc(C)cc1C)C(C)c1cccnc1 (configuration not stated) | 1 | -9 | -1 | 0 | 51* | 3 | 1.1 | 2 | -4
CCn1nnnc1SCC(=O)N1c2ccccc2CCc2ccccc21 | 5 | -9 | 6 | -2 | -1 | 1 | -0.6 | 0 | -2
COc1cccc(C2C(C#N)=C(N)Oc3cc(C)n(Cc4ccco4)c(=O)c32)c1 (configuration not stated) | 1 | -5 | -14 | 2 | 6 | 4 | -1.3 | 5 | -2
Cc1cc2c3c(ccc(C)c3n1)N=CN2c1ccccc1 | 2 | -4 | -12 | -3 | 65* | 3 | -1.8 | -3 | 2
Cc1cccc(NC(=O)C2C(c3ccccc3)C2(Cl)Cl)c1 (configuration not stated) | 4 | -2 | 1 | 0 | 0 | 7 | 1.1 | 14 | -5

Overlap with the part before: 2 entries, then new ones.
SMILES | NPY-Y1 antag | NPY2 pot ag | NPY-Y1 PAM-ag | Ba/F3 V617F tox | Runt-CBFb FRET | BaF3 tox | S1P4 agonist | S1P4 antagonist | RBBP9 inh
Cc1cc2c3c(ccc(C)c3n1)N=CN2c1ccccc1 | 2 | -4 | -12 | -3 | 65* | 3 | -1.8 | -3 | 2
Cc1cccc(NC(=O)C2C(c3ccccc3)C2(Cl)Cl)c1 (configuration not stated) | 4 | -2 | 1 | 0 | 0 | 7 | 1.1 | 14 | -5
COc1cccc(C2=NOC(C(=O)Nc3c(C)n(C)n(-c4ccccc4)c3=O)C2)c1 (configuration not stated) | . | 13 | 13 | -4 | 0 | 2 | 0.6 | -15 | 2
COc1ccccc1/C=C(/C(=O)OCC(N)=O)c1ccccc1 | -2 | 25 | 11 | 1 | 0 | 8 | 0.7 | -7 | -1
Cc1ccccc1OCC(O)Cn1c(=N)n(CCN2CCOCC2)c2ccccc21 (configuration not stated) | 30*! | -2&-3 | -16&-7 | 4&-2 | 1&-3 | 3&4 | 3.5&3.5 | 13&0 | 1&3
COc1ccc2oc(=O)c(C(=O)N3CCCC3)cc2c1 | 1 | -4 | 25 | -2 | 2 | 6 | 1.1 | 9 | 3
O=C(NNc1ccnc2cc(Cl)ccc12)C1CCCCC1 | 1 | 12 | -6 | 25* | 3 | 36* | 1.6 | -25 | -4
O=C(CSc1nc2ccccc2[nH]1)Nc1cccc(S(=O)(=O)N2CCOCC2)c1 | -2 | 2 | -19 | 1 | 0 | 0 | 2.4 | -7 | -13
NC(=O)c1cccc(CC(=O)c2ccccc2)c1 | . | 2 | -5 | -4 | 1 | 2 | 0.8 | 5 | -4
COc1cc(S(=O)(=O)N2CCN(C)CC2)ccc1Cl | -3 | 15 | 12 | -3 | 1 | 0 | -0.4 | -9 | -9
O=C(CC(c1ccccc1)c1ccco1)N1CCCCC1 (configuration not stated) | -3 | 1 | 8 | 0 | -10 | -1 | 0.1 | -17 | 1
CCOC(=O)Cc1csc(NC(=O)COc2ccc(N(C)S(=O)(=O)c3ccc(C)cc3)cc2)n1 | 2 | 5 | 0 | 5 | 0 | 5 | 1.9 | -3 | -6

Only S1P4 antagonist, for some of the entries so far:
Compound	S1P4 antagonist
O=C(CSc1nc2ccccc2[nH]1)Nc1cccc(S(=O)(=O)N2CCOCC2)c1	-7
NC(=O)c1cccc(CC(=O)c2ccccc2)c1	5
COc1cc(S(=O)(=O)N2CCN(C)CC2)ccc1Cl	-9
O=C(CC(c1ccccc1)c1ccco1)N1CCCCC1 (configuration not stated)	-17
CCOC(=O)Cc1csc(NC(=O)COc2ccc(N(C)S(=O)(=O)c3ccc(C)cc3)cc2)n1	-3

The results go on.
SMILES | NPY-Y1 antag | NPY2 pot ag | NPY-Y1 PAM-ag | Ba/F3 V617F tox | Runt-CBFb FRET | BaF3 tox | S1P4 agonist | S1P4 antagonist | RBBP9 inh
O=C(CSc1cccc[n+]1[O-])c1ccc(-c2ccccc2)cc1 | 3 | -11 | -6 | 1 | -1 | 8 | 0.4 | -16 | -7
CCOC(=O)C1(CCOC)CCN(Cc2ccc(C3CCCCO3)s2)CC1 (configuration not stated) | 5 | -21 | -16 | -1 | 1 | 2 | 0.0 | 7 | -4
COC(=O)C1(C(F)(F)F)N=C(N(C)C)OC(N(C)C)=N1 | -4 | -12 | -2 | 1 | 2 | 2 | 0.3 | -5 | -7
NC(=O)c1ccc(NC(=O)c2cccc(Oc3ccccc3)c2)cc1 | 1 | -1 | -3 | 0 | 2 | 2 | -0.4 | -6 | -5
O=C(CSc1ccc(-c2ccc(F)cc2)nn1)Nc1ccc2c(c1)OCCO2 | 4 | -10 | -6 | -1 | -2 | 6 | 57* | -11 | -9
COC(=O)c1ccc2nc(-c3ccc(S(C)(=O)=O)cc3)cn2c1 | 1 | 9 | 3 | -3 | 0 | 1 | 0.4 | -21 | 4
O=C(Cn1cnc2ccccc2c1=O)Nc1ccc2c(c1)OCO2 | 5 | 1 | 3 | 5 | -2 | 2 | -0.9 | 0 | -10
CCCN(C(=O)CN1C(=O)NC2(CCCCCC2)C1=O)C1CCS(=O)(=O)C1 (configuration not stated) | 4 | 0 | -24 | 1 | -1 | 5 | -1.4 | -4 | -5
O=C(Nc1ccc(CN2CCOCC2)cc1)c1ccc(-c2cc(Cl)ccc2Cl)o1 | 5 | -46 | -30 | 1 | 2 | 6 | 1.8 | 4 | -16
COC(=O)c1cc2c(C)nn(-c3ccccc3)c2s1 | 1 | -6 | -39 | 1 | -4 | 3 | 0.2 | -2 | 1
COc1cccc(C(=O)/C=C2\Sc3ccccc3N2C)c1 | 3 | -6 | 4 | 1 | 44 | 11 | 2.5 | -9 | 1
CCOc1cc(/C=N/NC(=O)Cc2ccc(C(F)(F)F)cc2[N+](=O)[O-])ccc1O | 15 | 2 | -5 | -1 | 9 | 5 | 0.6 | 0 | 1
Cc1cc(C)cc(N(C(C)C(=O)NCc2ccc3c(c2)OCO3)S(C)(=O)=O)c1 (configuration not stated) | -6 | 4 | 23 | 0 | -1 | 8 | 1.2 | -14 | -1
CC(=O)OCC1OC(n2ncc(=O)n(Cc3ccccc3)c2=O)C(OC(C)=O)C1OC(C)=O (configuration not stated) | 5 | 2 | -1 | -2 | -2 | 1 | 0.9 | -1 | 6
